MDM2 E3 inh = MDM2-luciferase reporter signal enhancers, primary screen, MDM2 E3 ligase inhibitor project, cell-based, luminescence, 1536-well. E3 ubiquitin-protein ligase Mdm2 (Homo sapiens), Q00987. cell-based MDM2 ubiquitination luciferase reporter, 2 h; 0 = plate control, 100 = twice control, blank-subtracted. signal enhancement, % at 5 µM. hit rate 0.11% among 210,000;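 active means signal enhancement of 30% or more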;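 further: luminescence tracks abundance of the self-degrading MDM2-luciferase fusion protein; higher signal means inhibition of MDM2 E3 ligase activity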
Target sequence (Q00987 whole entry, looked up, the tested form may be a part): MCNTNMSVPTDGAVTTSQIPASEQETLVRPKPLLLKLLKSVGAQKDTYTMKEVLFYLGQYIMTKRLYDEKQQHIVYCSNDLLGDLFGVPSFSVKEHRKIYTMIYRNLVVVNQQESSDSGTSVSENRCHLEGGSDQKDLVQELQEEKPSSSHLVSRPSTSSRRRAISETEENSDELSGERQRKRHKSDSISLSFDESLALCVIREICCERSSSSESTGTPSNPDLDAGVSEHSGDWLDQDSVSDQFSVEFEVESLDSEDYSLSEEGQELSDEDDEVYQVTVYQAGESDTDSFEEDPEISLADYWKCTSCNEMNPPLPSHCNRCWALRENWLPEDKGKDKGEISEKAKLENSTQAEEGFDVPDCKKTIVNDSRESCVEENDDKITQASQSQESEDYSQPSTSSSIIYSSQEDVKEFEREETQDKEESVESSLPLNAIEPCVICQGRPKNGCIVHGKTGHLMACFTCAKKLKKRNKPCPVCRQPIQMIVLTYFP
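Material: stable MDM2–luciferase fusion reporter cells / Quantity: 2000 cells/well / Dosing: single 5 µM compound dose, 0.2% final DMSO / Buffer or medium: DMEM / Schedule: 4 h cell settling then 2 h compound exposure, 37 °C / Detection: luminescence with SteadyLite reagent, 15 min at room temperature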
TNF death inh = inhibitors of TNF-alpha triggered necroptosis, primary screen, cell-based, Jurkat FADD-/-, single concentration; hit rate 0.068% among 220,000; activation (protection from cell death), % at 10 µM; Jurkat FADD-/- TNF necroptosis rescue, ATP luminescence, 24 h; 0 = TNF only, 100 = no-TNF cells;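 active means activation, meaning protection from cell death, of at least 50% relative to plate controls; inactive means activation below 50%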;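 further: necroptosis triggered by 40 ng/mL TNF-alpha added together with compound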
L929 necroptosis = inhibitors of zVAD-triggered necroptosis, primary screen, L929 cells | viability rescue, % at 10 µM | L929 zVAD necroptosis rescue, ATP luminescence, 24 h; with zVAD 60 µM | hit rate 0.38% among 220,000 | AID 1377, 2008;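 active means activation, scaled between plate controls, above about 75%, limit read from the data; inactive means activation under that limit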;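 further: 0% = zVAD with DMSO and 100% = DMSO alone without zVAD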
eIF4E 4G PPI = eIF4E–eIF4G protein interaction inhibitors, primary screen, biochemical, uHTS, TR-FRET, eIF4GI fragment; Eukaryotic translation initiation factor 4E (Mus musculus) + Eukaryotic translation …; inhibition, % at 21.7 µM; hit rate 0.37% among 220,000; AID 782, 2007; TR-FRET eIF4E-eIF4GI(517-606) binding, 2 h;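 active means inhibition above about 30%, limit read from the data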;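 further: 0% = full FRET control wells and 100% = background wells lacking eIF4GI fragment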
Rad51 HR inh = human RAD51 strand exchange inhibitors, primary screen, biochemical, fluorescence | inhibition, % at 10 µM | hit rate 0.085% among 200,000 | hRad51 DNA strand exchange, fluorescence dequenching;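 active means inhibition above 40% at the single screening dose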;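 further: 0% = DMSO control wells and 100% = blanks with heterologous ssDNA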
Target sequence (Q06609 whole entry, looked up): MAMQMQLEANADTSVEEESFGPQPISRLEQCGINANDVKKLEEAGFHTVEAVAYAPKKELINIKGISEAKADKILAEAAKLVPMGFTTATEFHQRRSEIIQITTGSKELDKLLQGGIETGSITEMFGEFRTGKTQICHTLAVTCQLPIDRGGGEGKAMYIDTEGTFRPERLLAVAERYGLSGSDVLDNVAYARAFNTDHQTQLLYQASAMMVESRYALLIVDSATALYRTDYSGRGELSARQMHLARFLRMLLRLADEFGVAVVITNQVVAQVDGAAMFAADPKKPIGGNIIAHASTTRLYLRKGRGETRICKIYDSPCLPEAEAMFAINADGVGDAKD
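Material: Human Rad51 nucleoprotein filaments preassembled on unlabelled ssDNA | Also added: Labelled 47-mer dsDNA for strand exchange | Dosing: Single dose, 10 µM final compound | Schedule: 30-min compound preincubation and 15-min exchange, both room temperature | Technique: Fluorescence dequenching at 485/520 nm | Measure: Percent inhibition relative to plate controls and blanks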
EBV gp42 inh = Epstein-Barr virus gp42 inhibitors, primary screen, biochemical, uHTS, fluorescence polarization; Glycoprotein 42 (Epstein-Barr virus (strain AG876)), Q1HVG2; hit rate 0.42% among 220,000; inhibition, % (tested at 21.74 µM); Fluorescence polarization binding assay, mP read-out; AID 1085, 2008; in the data active means inhibition above about 50%
Target sequence (Q1HVG2 whole entry, looked up): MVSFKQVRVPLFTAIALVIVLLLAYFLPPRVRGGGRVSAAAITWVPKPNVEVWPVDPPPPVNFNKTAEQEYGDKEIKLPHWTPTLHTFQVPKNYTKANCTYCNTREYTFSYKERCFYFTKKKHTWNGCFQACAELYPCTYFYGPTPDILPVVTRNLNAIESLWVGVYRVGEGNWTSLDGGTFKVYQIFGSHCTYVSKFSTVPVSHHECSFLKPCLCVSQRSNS
PERK inhibitor = block of dimerizer-induced PERK translation repression, primary screen, PERK inhibitor project, CHO PERK-DD cells, SEAP luminescence, HTS. AID 1416, 2008. inhibition, % at 5.6 µM. CHO PERK-DD fusion, SEAP luminescence translation reporter. hit rate 0.17% among 220,000. Eukaryotic translation initiation factor 2-alpha kinase 3 (Homo sapiens), Q9NZJ5;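 active means inhibition above the mean inhibition of all tested compounds plus 3 SD, set separately per screening campaign, cut at about 2.9% in these data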;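 further: PERK kinase domain activated by AP20187 dimerizer at 100 nM; 0% = DMSO with dimerizer and 100% = rapamycin at 8.4 µM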
m-calpain inh = inhibitors of pig calpain II, primary screen, biochemical, fluorogenic peptide substrate, 1536-well. hit rate 0.37% among 220,000. AID 1236, 2008. inhibition, % at 16 µM. purified calpain II, 30 min;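 active means inhibition above about 50%, limit read from the data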
Cl transport mod = KCC2 cotransporter modulators, thallium flux, primary screen, cell-based, HEK293 KCC2, FluoZin-2 fluorescence, MLSMR. KCC2 cells, thallium flux FluoZin-2 fluorescence. Solute carrier family 12 member 5 (Homo sapiens), Q9H2X9. hit rate 2.2% among 190,000. AID 1456, 2008. B-score of Tl+ flux slope (higher = more flux/activation; lower = inhibition) at 10 µM;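 active means thallium flux slope and its plate-corrected score both differing from the plate sample mean at a set confidence after two filtering rounds, in either direction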;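 further: slope of fluorescence scaled to starting intensity during 10 to 20 s after thallium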
* = called active by the depositor; i = inactive; nt = no result given; [ ] = dose if it differs, or a comment.

SMILES	MDM2 E3 inh	TNF death inh	L929 necroptosis	eIF4E 4G PPI	Rad51 HR inh	EBV gp42 inh	PERK inhibitor	m-calpain inh	Cl transport mod
CCOC(=O)C(Cc1ccc(NC(=O)/C(=C\c2ccccc2)NC(=O)c2ccccc2)cc1)N1C(=O)c2ccccc2C1=O (centres undefined)	-18	0.0	2.0	-3[fluorescence artefact?]	-4	-15	-0.7	-63	-0.45
Cc1cc(C)c(C#N)c(SCc2ccccc2)n1	-8	-2.7	0.6	3	-2	-16	1.3	-1	0.73
CCSc1ccccc1C(=O)NCc1ccco1	-6	-0.7	0.1	-4[fluorescence artefact?]	-2	-22	-0.5	-40	0.18
COc1cc([N+](=O)[O-])ccc1NC(=O)C[n+]1cccc(C)c1	-27	-2.4	-0.2	5	-3	8	-0.7	-23	-1.1
CC(CSc1nnnn1-c1ccccc1)Cn1c(N2CCCC2)nc2c1c(=O)[nH]c(=O)n2C (centres undefined)	7	-1.3	0.2	-3[fluorescence artefact?]	22	6	-0.7	9	-0.59
Fc1cccc(CCN2C(=S)NC[C@@H]2CC2CCCCC2)c1	-8	-3.5	0.5	-2	-3	-4	nt	15	1.1
O=C(NCC1CCCO1)c1ccccc1S(=O)(=O)c1ccc([N+](=O)[O-])cc1 (centres undefined)	-9	1.0	2.4	-1	7	2	1.0	16	0.31
CCCOc1ccc(C(=O)NCCc2ccccc2)cc1	-51	1.0	5.0	0	9	-11	0.3	14	-2.1
O=C(N/N=C/c1ccc([N+](=O)[O-])cc1)c1[nH]ncc1Br	-21	0.0	0.9	2	1	-16	0.8	18	-0.0075
OC1(c2ccc3c(c2)OCO3)CCN(Cc2ccccn2)CC1	-23	1.2	1.1	3	-4	-7	0.3	-6	0.52

Reprinted at random: 2 compounds from above.
SMILES	MDM2 E3 inh	TNF death inh	L929 necroptosis	eIF4E 4G PPI	Rad51 HR inh	EBV gp42 inh	PERK inhibitor	m-calpain inh	Cl transport mod
OC1(c2ccc3c(c2)OCO3)CCN(Cc2ccccn2)CC1	-23	1.2	1.1	3	-4	-7	0.3	-6	0.52
CCSc1ccccc1C(=O)NCc1ccco1	-6	-0.7	0.1	-4[fluorescence artefact?]	-2	-22	-0.5	-40	0.18

(more compounds)
SMILES	MDM2 E3 inh	TNF death inh	L929 necroptosis	eIF4E 4G PPI	Rad51 HR inh	EBV gp42 inh	PERK inhibitor	m-calpain inh	Cl transport mod
CCOC(=O)c1sc(=S)n(-c2ccc(C)cc2)c1SC	-23	-3.2	0.2	10	2	-15	1.1	23	1.6
CC1CN=C(c2cccn2Cc2ccc(F)cc2Cl)O1 (centres undefined)	-10	4.7	0.2	-2	nt	-8	0.2	17	nt
O=C(O)c1ccc(N=Nc2c(O)[nH]c3cc(Cl)ccc23)cc1	nt	1.5	72	4	-48	-31	1.6	5	-0.73
COc1ccc(NC(=O)CN2CCC(NC(=O)C3CCCCC3)CC2)c([N+](=O)[O-])c1	-6	1.8	0.6	3	0	-8	0.2	-68	0.15
CN(C)CCN(C(=O)c1cccc(Cl)c1)c1nc2c(Cl)cccc2s1	-9	5.5	0.9	3	5	2	0.8	-1	0.63
Cc1nc2cc(NC(=O)NC3CC3)ccc2n1C	12	0.4	18	0	2	11	0.6	-15	-0.0056
O=[N+]([O-])c1ccccc1S(=O)(=O)NCCC1=CCCCC1	-12	-5.9	-0.3	1	nt	2	1.1	-18	-1.3
Cc1cccc(C)c1NC(=O)CSc1nnc(Cn2nnc(-c3ccccc3)n2)n1-c1ccccc1	-7	-2.8	1.1	12	0	-6	-1.0	-4	-5.3*
Cc1ccc2[nH]c(=O)c(C(c3nnnn3CC3CCCO3)N3CCc4ccccc4C3)cc2c1 (centres undefined)	-8	-2.5	0.2	nt	0	-2	0.1	-88	0.39
O=C(CSc1nc2ccccc2nc1SCC(=O)N1CCOCC1)N1CCOCC1	-7	-0.8	-0.2	-11	2	-4	-0.3	-23	-0.16
CN(C)c1ccc(SC#N)cc1	-13	-4.6	0.8	2	1	-18	0.7	4	nt
COc1cccc(Nc2nc(NCC3CCCO3)c3ccccc3n2)c1 (centres undefined)	-3	-1.8	2.8	11	-7	-1	-1.4	-45	-1.1
O=[N+]([O-])c1ccc(O)c(N=Cc2sc3ccccc3c2O)c1	-18	-20	2.9	-2	-234	48	0.5	9	-1.3
Cn1c(N)c(N=Nc2ccc(S(N)(=O)=O)cc2)c(=O)n(C)c1=O	-14	3.3	0.7	2	9	-4	0.4	-21	3.2
CCOc1ccccc1CNC(=O)c1c([N+](=O)[O-])c(C)nn1C	-2	1.2	0.6	2	nt	4	0.5	-2	-0.49
O=C(O)c1ccc(COc2ccccc2C=C2C(=O)c3ccccc3C2=O)cc1	nt	-1.5	0.9	4[fluorescence artefact?]	nt	-7	0.7	-15	-1.9
CC(C)CC(=O)OC1C(N2CCOCC2)c2c(ccc(/C=C/C(=O)N3CCOCC3)c2O)OC1(C)C (centres undefined)	-13	1.3	-0.1	-2	-5	-9	-0.9	-282	-1.8
O=C(NNC(=O)c1ccc([N+](=O)[O-])cc1)c1ccncc1	1	0.6	0.5	18[fluorescence artefact?]	11	-7	0.7	6	-1.1
CC(C)=NOCc1ccc(-c2cn([C@@H]3COC[C@H]3O)nn2)cc1	nt	1.2	6.6	0	-2	-19	0.8	-14	-0.1
O=C(NCC(=O)N1CCCC1C(=O)O)OC1CCCCC1 (centres undefined)	-7	1.2	1.6	0[fluorescence artefact?]	2	-6	0.6	6	nt
O=C1c2ccccc2C(=O)N1CCc1nc2ccccc2c(=O)n1Cc1ccco1	-36	-3.7	0.3	4[fluorescence artefact?]	-2	8	-0.2	3	nt
CC1(C)CC2CC(C)(CN2C(=O)Cc2ccccc2)C1 (centres undefined)	-6	-1.2	-0.3	-2	0	-19	0.9	-2	0.86
O=c1nc(N2CCOCC2)ccn1-c1nc(-c2ccccc2)oc1-c1ccccc1	1	-2.7	0.0	-3	-1	-23	-0.5	-26	1.6
Cc1c(/C=C/C(=O)c2ccccc2)cnn1C	0	-4.9	0.3	4[fluorescence artefact?]	4	-19	0.4	8	-0.34
Cc1ccc(-n2c(SCC(=O)N3CCCCC3)nc(O)cc2=O)cc1	1	2.8	0.2	-3	nt	-10	1.0	-9	0.23
COc1cc([C@@H]2[C@H]3CNCC=C3C(C#N)=C(N)C2(C#N)C#N)ccc1OC(C)C	10	-0.1	0.3	-3[fluorescence artefact?]	-30	1	-0.6	-216	nt
O=C(Nc1c(F)cccc1F)c1ccc(-n2cncn2)nc1	-15	-2.1	-0.1	0	-4	-9	1.1	4	nt
O=C1/C(=C/c2ccco2)Oc2c1ccc(O)c2CN1CCCCC1	-5	6.2	nt	7[fluorescence artefact?]	nt	51*	0.6	-319	i
Cc1cccc(NCC(=O)NNC(=S)Nc2ccccc2)c1	-7	0.7	0.3	12	5	-20	1.9	3	nt
CCOC1(OCC)N=C(N)C2(C#N)C(c3cccc(C)c3)C12C#N (centres undefined)	-8	-1.3	0.5	-6[fluorescence artefact?]	4	5	0.6	-32	-0.062
Cc1ccccc1-c1nc(CS(=O)(=O)CC(=O)NCc2ccc3c(c2)OCO3)c(C)o1	-35	-1.0	0.1	0	3	-5	0.6	2	0.11
COc1ccccc1CNN	-14	1.6	0.3	3	nt	-18	0.3	4	-0.19
Cc1ccc(-n2c(SCC(=O)Nc3ccc(N4CCOCC4)cc3)nc3ccccc3c2=O)cc1	-15	3.2	-0.5	1	-5	5	-0.2	-9	-0.76
CC(C)CCNC(=O)CN(CCN1CCOCC1)C(=O)Cn1nnc(-c2ccc(F)cc2)n1	-7	-2.1	-0.3	3[fluorescence artefact?]	-1	-23	-0.2	1	-0.79
c1ccc(N2N=C(c3cccs3)CC2c2ccco2)cc1 (centres undefined)	-9	-2.5	0.3	4	0	-16	0.2	-102	1.1
CC1=C(C(=O)OCc2ccccc2)C(c2ccc([N+](=O)[O-])cc2)NC(=O)N1CCCCCC(=O)O (centres undefined)	nt	1.3	3.0	2	-4	2	0.5	-34	-0.36
Cc1onc(-c2ccccc2)c1CNC(=O)Nc1ccccc1	-101	-1.0	0.2	1	17	-4	-0.6	-17	-0.26
Cc1cc(=O)[nH]c(N/N=C/c2c(C)nn(-c3ccccc3)c2C)n1	-4	3.5	11	1	15	4	1.2	-19	-0.33
CCC(=O)N=c1sc2cc(F)cc(F)c2n1C	nt	-1.4	0.1	nt	7	nt	-0.5	nt	0.02
Cc1ccc(Sc2c(C)[nH]n(C(C)(C)C)c2=O)cc1	-16	0.7	3.3	9	-3	-1	1.0	8	nt
CCOC(=O)CCc1c(C)n(CC)c2ncnn2c1=O	-9	1.5	1.4	1[fluorescence artefact?]	2	-7	1.7	-8	-0.32
CCc1n[nH]c(=S)n1/N=C/c1c(C)nn(-c2ccccc2)c1Cl	-5	-2.1	7.7	0	-9	-4	-0.2	-7	1.2
CC(C)CNC(C(=O)Nc1ccc([N+](=O)[O-])cc1Br)c1ccccc1 (centres undefined)	-13	4.8	0.2	3	3	2	-1.0	-2	0.088
CN(c1ccc(OCC(=O)OCC(=O)Nc2c(F)c(F)c(F)c(F)c2F)cc1)S(=O)(=O)c1ccc(F)cc1	23	0.4	-0.4	-11	13	-14	1.0	17	-1.4
CN(Cc1cn(-c2ccccc2)nc1-c1ccc(F)cc1)C(=O)CCC(=O)O	-5	1.7	-0.4	14	7	-7	0.0	-8	1.3
CCOC(=O)c1sc(C)nc1C1CCN(C(=O)OCC)CC1	-12	-2.2	0.2	4[fluorescence artefact?]	2	-14	0.2	-17	0.015
CCCSC1=N/C(=C\c2ccc([N+](=O)[O-])o2)C(=O)S1	-2	-6.0	1.4	15	-30	5	-0.1	-41	-0.74
Cc1ccc(Cl)cc1NC(=O)c1ocnc1C	3	-3.5	-0.2	-1	8	-10	-0.1	-40	nt
O=C(Nc1nc(-c2cccs2)cs1)c1ccc(Cl)s1	-25	0.3	0.9	2	1	-6	-0.1	36	3.1*
COc1ccc(/C(C)=N/NS(=O)(=O)c2cc(C)ccc2C)c(OC)c1	-4	0.5	3.4	-1	16	-5	0.6	-12	-0.14
COc1ccnc(Oc2ccccc2)c1C#N	-4	-2.6	0.2	5[fluorescence artefact?]	2	-20	1.0	-19	0.35
CCOC(=O)C1=C(CN2c3ccccc3CC2C)NC(=O)NC1c1ccccc1 (centres undefined)	nt	-0.6	0.1	0	-1	-8	-0.6	-1	-0.66
O=C(COc1ccc(S(=O)(=O)N2CCCC2)cc1)NCCC1=CCCCC1	-17	1.0	-1.1	-4	nt	-19	-0.6	13	-1.9
